TRPC6 activator: activators of mouse TRPC6 channel | HEK293-TRPC6 membrane potential dye fluorescence; active compounds read high | B-score at 10 µM | 0.13% of 310,000 active | AID 2550;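 active = B-score of the integrated fluorescence ratio above library mean plus 3 SD, and starting fluorescence ratio within library mean plus 5 SD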;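 note: higher score means more depolarization so channel activation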
KLF5 inhibitor: suppresses KLF5 promoter-driven expression; DLD-1 KLF5 promoter-luciferase reporter, luminescence; inhibition, % at 5 µM; 0.23% of 290,000 active; AID 1700;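 active = inhibition above a per-plate limit of that plate's mean compound inhibition plus 3 SD, cut at about 60% in these data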;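 note: 0% = DMSO wells and 100% = LY294002 at 200 µM; higher means less KLF5 promoter-driven luciferase light; inactives centre near -14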
HIF act: HIF pathway transcriptional activation; U2OS HRE-luciferase reporter, luminescence; normalized: DMSO 0%, desferrioxamine 100%; 0.32% of 300,000 active; AID 1910; activation, % at 7.5 µM (by protocol);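 active = mean activation of at least 10% of the iron chelator positive control signal, with at least half of replicates also reaching 10%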
TRPC4 agonist: activators of mouse TRPC4 channel. 0.49% of 310,000 active. HEK293 TRPC4beta/mu-opioid, Fluo4 calcium fluorescence; active compounds read high. B-score at 10 µM. Q9QUQ5. AID 2237;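 active = B-score above 5 SD of library B-scores, and initial fluorescence ratio not above library mean plus 5 SD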;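 note: positive B-score marks a calcium rise read as TRPC4 activation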
Target sequence (Q9QUQ5 whole entry, looked up): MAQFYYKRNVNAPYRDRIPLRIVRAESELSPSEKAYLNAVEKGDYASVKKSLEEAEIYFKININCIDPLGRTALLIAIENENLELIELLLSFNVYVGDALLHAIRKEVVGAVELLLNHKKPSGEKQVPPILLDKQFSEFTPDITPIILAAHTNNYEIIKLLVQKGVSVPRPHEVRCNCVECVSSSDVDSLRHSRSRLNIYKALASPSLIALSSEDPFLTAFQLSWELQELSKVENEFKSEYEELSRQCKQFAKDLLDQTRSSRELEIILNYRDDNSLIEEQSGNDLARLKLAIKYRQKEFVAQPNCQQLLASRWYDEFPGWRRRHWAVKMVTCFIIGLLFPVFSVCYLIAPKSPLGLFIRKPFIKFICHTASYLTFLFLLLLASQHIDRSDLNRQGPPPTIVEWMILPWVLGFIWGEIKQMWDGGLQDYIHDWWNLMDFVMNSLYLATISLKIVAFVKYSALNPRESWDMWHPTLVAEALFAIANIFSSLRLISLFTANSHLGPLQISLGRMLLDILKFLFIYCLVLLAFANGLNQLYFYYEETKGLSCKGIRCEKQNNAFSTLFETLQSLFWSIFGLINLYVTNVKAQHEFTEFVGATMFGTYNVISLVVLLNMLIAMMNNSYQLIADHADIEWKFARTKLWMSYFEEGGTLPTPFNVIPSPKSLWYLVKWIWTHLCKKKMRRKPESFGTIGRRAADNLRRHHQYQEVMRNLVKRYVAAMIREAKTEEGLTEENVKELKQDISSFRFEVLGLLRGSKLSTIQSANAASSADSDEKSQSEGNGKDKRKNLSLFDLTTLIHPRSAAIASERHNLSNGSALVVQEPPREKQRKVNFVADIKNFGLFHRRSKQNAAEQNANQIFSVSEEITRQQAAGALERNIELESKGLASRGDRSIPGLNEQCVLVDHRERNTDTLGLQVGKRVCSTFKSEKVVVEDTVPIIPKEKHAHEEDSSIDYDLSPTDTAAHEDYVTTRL
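system = HEK293 cells stably co-expressing mouse TRPC4beta and mu-opioid receptor | schedule = Fluo4 dye loading 45 min at room temperature, 110 s recording | measure = B-scored integrated calcium fluorescence ratio | signal = Fluo4 calcium-sensitive dye fluorescence, kinetic, 1 Hz baseline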
TRPC4 potent: TRPC4 (mouse) allosteric potentiation | Q9QUQ5 | HEK293 TRPC4beta/mu-opioid, DAMGO EC20, Fluo-4 Ca2+ flux; active compounds read high | B-score at 10 µM | 0.42% of 310,000 active | AID 2227;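 active = B-score of calcium response area above 5 SD of library B-scores, with initial fluorescence ratio within 5 SD of library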;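 note: B-score of integrated fluorescence ratio over time as area under calcium response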
TRPC4 block: blocks the mouse TRPC4 cation channel | B-score at 10 µM | HEK293 TRPC4beta/mu-opioid, DAMGO-evoked Fluo4 calcium flux; active compounds read low | 0.39% of 300,000 active | AID 2247 | Q9QUQ5;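 active = B-score over 3 SD under the library average, no early fluorescence shift, positive overall ratio signal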
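Assay system: Stable TRPC4beta/mu-opioid receptor HEK293 cells | Reagent: DAMGO in two steps, submaximal then maximal | Compound dosing: Single concentration per test compound | Signal: Fluo4 Ca2+ flux fluorescence | Evaluation: Per-well B score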
MrgX1 antagonist: blocks BAM8-22 activation of human MrgX1 receptor | Q96LB2 | MRGX1-HEK293 calcium flux, Fluo-4, BAM8-22 antagonism; active compounds read low | AID 588676 | B-score at 10 µM | 1.3% of 310,000 active;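 active = calcium-response B-score plate-corrected more than 3 library SD below zero, starting fluorescence within 5 deviations, no agonist response on first addition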;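 note: peak minus trough fluorescence over baseline after final BAM8-22 challenge near maximal dose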
IEC-6 cytotox: kills IEC-6 intestinal cells in KLF5 counter-screen; inhibition, % at 5 µM; 0.78% of 290,000 active; IEC-6 cytotoxicity, luminescence viability; in the data active = inhibition above about 22%;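 note: 0% = plate median of test compound wells and 100% = cytotoxic reference compound wells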
TRPC6 inh: mouse TRPC6 channel inhibition; Q61143; B-score at 10 µM; 1.1% of 310,000 active; AID 2553; HEK293-TRPC6, membrane potential dye, ACh-evoked depolarization; active compounds read low;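 active = B-score under library mean minus 3 SD, initial fluorescence not abnormally high, positive integrated signal ratio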;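 note: B-score derived from integrated fluorescence ratio over the kinetic read; more negative B-score means stronger inhibition of depolarization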
aSyn UTR inh: 5' untranslated region of α-synuclein, MLPCN primary screen; AID 1813; alpha-synuclein 5'UTR reporter, inhibitor activity; 0.82% of 300,000 active; inhibition, % (tested at 7.5 µM); in the data active = inhibition above about 60%;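 note: H4 neuroglioblastoma cells stably carrying SNCA 5'UTR luciferase fusion; 0% = DMSO wells and 100% = positive control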
SKKanGAS inh: SKKanGAS growth inhibition; S. pyogenes SKKanGAS, kanamycin growth, BacTiter-Glo, 6 h; inhibition, % at 7.5 µM; 1.3% of 300,000 active; AID 1662;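 active = mean replicate score, as percent of positive control median, at least 50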;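 note: strain carries kanamycin resistance gene driven by streptokinase promoter and grows in 40 µg/ml kanamycin; loss of luminescence reflects streptokinase promoter inhibition or plain growth inhibition; 0% = median of DMSO wells and 100% = positive control at its reference dose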
* marks the source's active call; other numbers are inactive results.

Results for Cc1cccc(-c2noc(CN(C(C)C)S(=O)(=O)c3ccc(F)cc3)n2)c1 ?
TRPC6 activator: inactive; KLF5 inhibitor: -25; HIF act: -0.5; TRPC4 agonist: inactive; TRPC4 potent: inactive; TRPC4 block: inactive; MrgX1 antagonist: inactive; IEC-6 cytotox: -4; TRPC6 inh: inactive; aSyn UTR inh: -23; SKKanGAS inh: -1

How did COc1cccc(NC(=O)Nc2cc(C(=O)NC(C)C)ccc2N2CC3CC(C2)c2cccc(=O)n2C3)c1 (stereo unspecified) do in these assays?
TRPC6 activator: inactive; KLF5 inhibitor: -16; HIF act: -0.3; TRPC4 agonist: inactive; TRPC4 potent: inactive; TRPC4 block: inactive; MrgX1 antagonist: inactive; IEC-6 cytotox: 2; TRPC6 inh: inactive; aSyn UTR inh: 5; SKKanGAS inh: -1

What do the screens show for `O=C(Nc1ccc(OC(=O)c2ccco2)cc1)c1ccco1`?
TRPC6 activator: inactive; KLF5 inhibitor: -32; HIF act: 1.3; TRPC4 agonist: inactive; TRPC4 potent: inactive; TRPC4 block: inactive; MrgX1 antagonist: inactive; IEC-6 cytotox: 0; TRPC6 inh: inactive; aSyn UTR inh: -5; SKKanGAS inh: 3

How did CCOc1ccc(NC(=O)CSc2nc(N)c(-c3ccccc3)c(=O)[nH]2)cc1 do in these assays?
TRPC6 activator: inactive; KLF5 inhibitor: -46; HIF act: -1.0; TRPC4 agonist: inactive; TRPC4 potent: inactive; TRPC4 block: inactive; MrgX1 antagonist: inactive; IEC-6 cytotox: -5; TRPC6 inh: inactive; aSyn UTR inh: -28; SKKanGAS inh: -7

Results for Nn1c(=O)[nH]c2ccccc2c1=O ?
TRPC6 activator: inactive; KLF5 inhibitor: -32; HIF act: 0.3; TRPC4 agonist: inactive; TRPC4 potent: inactive; TRPC4 block: inactive; MrgX1 antagonist: inactive; IEC-6 cytotox: 0; TRPC6 inh: inactive; aSyn UTR inh: 11; SKKanGAS inh: -1

Results for Cc1csc(SCC(=O)NC23CC4CC(CC(C4)C2)C3)n1 ?
TRPC6 activator: inactive; KLF5 inhibitor: -34; HIF act: -0.2; TRPC4 agonist: inactive; TRPC4 potent: inactive; TRPC4 block: inactive; MrgX1 antagonist: inactive; IEC-6 cytotox: 2; TRPC6 inh: inactive; aSyn UTR inh: -12; SKKanGAS inh: -1

Results for Cc1ccc(C)n1NC(=O)c1ccccc1[N+](=O)[O-] ?
TRPC6 activator: inactive; KLF5 inhibitor: -13; HIF act: -0.4; TRPC4 agonist: inactive; TRPC4 potent: inactive; TRPC4 block: inactive; MrgX1 antagonist: inactive; IEC-6 cytotox: -3; TRPC6 inh: inactive; aSyn UTR inh: -5; SKKanGAS inh: -3

What do the screens show for `Cc1cc(C(=O)COC(=O)c2nccnc2N)c(C)n1C`?
TRPC6 activator: inactive; KLF5 inhibitor: -142; HIF act: 0.8; TRPC4 agonist: inactive; TRPC4 potent: inactive; TRPC4 block: inactive; MrgX1 antagonist: inactive; IEC-6 cytotox: 4; TRPC6 inh: inactive; aSyn UTR inh: -52; SKKanGAS inh: -3

Results for CCOc1ccc(OCC(=O)NCc2n[nH]c(=O)c3ccccc23)cc1 ?
TRPC6 activator: inactive; HIF act: -0.3; TRPC4 agonist: inactive; TRPC4 potent: inactive; TRPC4 block: inactive; MrgX1 antagonist: inactive; TRPC6 inh: inactive; aSyn UTR inh: 7; SKKanGAS inh: -6

Results for CC(=O)NC1C(=O)N(CCN2CCOCC2)c2ccc(Br)cc21 (stereo unspecified) ?
TRPC6 activator: inactive; KLF5 inhibitor: -28; HIF act: 0.4; TRPC4 agonist: inactive; TRPC4 potent: inactive; TRPC4 block: inactive; MrgX1 antagonist: -9.3*; IEC-6 cytotox: -6; TRPC6 inh: inactive; aSyn UTR inh: -3; SKKanGAS inh: 0

How did CCN(c1ccc(NC(=O)c2cccc(S(=O)(=O)N3CCN(C)CC3)c2)cc1)C(C)C do in these assays?
TRPC6 activator: inactive; KLF5 inhibitor: -37; HIF act: 1.4; TRPC4 agonist: inactive; TRPC4 potent: inactive; TRPC4 block: inactive; MrgX1 antagonist: inactive; IEC-6 cytotox: -2; TRPC6 inh: inactive; aSyn UTR inh: -8; SKKanGAS inh: -2

What do the screens show for `COCCn1c(SCC(=O)N2CCc3ccccc3C2)nc2cc(Cl)ccc2c1=O`?
TRPC6 activator: inactive; KLF5 inhibitor: -18; HIF act: 0.2; TRPC4 agonist: inactive; TRPC4 potent: inactive; TRPC4 block: inactive; MrgX1 antagonist: inactive; IEC-6 cytotox: 6; TRPC6 inh: inactive; aSyn UTR inh: 6; SKKanGAS inh: 3

Results for CCC1CCCCN1C(=O)Cn1nc([N+](=O)[O-])c(Cl)c1C (stereo unspecified) ?
TRPC6 activator: inactive; KLF5 inhibitor: 11; HIF act: -0.2; TRPC4 agonist: inactive; TRPC4 potent: inactive; TRPC4 block: inactive; MrgX1 antagonist: inactive; IEC-6 cytotox: 2; TRPC6 inh: inactive; aSyn UTR inh: -1; SKKanGAS inh: -2

How did Fc1ccc(-c2nc3ccccn3c2NCc2ccc3c(c2)OCO3)cc1 do in these assays?
TRPC6 activator: inactive; KLF5 inhibitor: -50; HIF act: 1.3; TRPC4 agonist: inactive; TRPC4 potent: inactive; TRPC4 block: inactive; MrgX1 antagonist: inactive; IEC-6 cytotox: -2; TRPC6 inh: inactive; aSyn UTR inh: -18; SKKanGAS inh: -5

How did CCN(CC)S(=O)(=O)c1ccc(C(=O)NCC(=O)NC2CC2)cc1 do in these assays?
TRPC6 activator: inactive; HIF act: -0.1; TRPC4 agonist: inactive; TRPC4 potent: inactive; TRPC4 block: inactive; MrgX1 antagonist: inactive; TRPC6 inh: inactive; aSyn UTR inh: 5; SKKanGAS inh: -3

Results for Cc1ccc(-c2c[nH]c(=S)n2-c2ccccc2F)cc1 ?
TRPC6 activator: inactive; KLF5 inhibitor: -6; HIF act: 0.4; TRPC4 agonist: inactive; TRPC4 potent: inactive; TRPC4 block: inactive; MrgX1 antagonist: inactive; IEC-6 cytotox: 3; TRPC6 inh: inactive; aSyn UTR inh: 7; SKKanGAS inh: 5

What do the screens show for `CCn1c(CNC(=O)c2ccc(OC)c(OC)c2)nnc1SCC(=O)c1ccc(OC)cc1`?
TRPC6 activator: inactive; KLF5 inhibitor: -7; HIF act: -0.3; TRPC4 agonist: inactive; TRPC4 potent: inactive; TRPC4 block: inactive; MrgX1 antagonist: inactive; IEC-6 cytotox: 0; TRPC6 inh: inactive; aSyn UTR inh: 3; SKKanGAS inh: 3

Results for CCOc1ccc(NC(=O)CSc2nnc(Cn3cnc4ccccc43)n2C)cc1 ?
TRPC6 activator: inactive; KLF5 inhibitor: -30; HIF act: 20*; TRPC4 agonist: inactive; TRPC4 potent: inactive; TRPC4 block: inactive; MrgX1 antagonist: inactive; IEC-6 cytotox: -6; TRPC6 inh: inactive; aSyn UTR inh: -7; SKKanGAS inh: -8

How did CCCN1CCN(c2ncnc3c2nnn3Cc2ccccc2)CC1 do in these assays?
TRPC6 activator: inactive; KLF5 inhibitor: -4; HIF act: 3.8; TRPC4 agonist: inactive; TRPC4 potent: inactive; TRPC4 block: inactive; MrgX1 antagonist: inactive; IEC-6 cytotox: 6; TRPC6 inh: inactive; aSyn UTR inh: -69; SKKanGAS inh: 4

How did Cn1nnnc1SCc1c(F)cccc1F do in these assays?
TRPC6 activator: inactive; KLF5 inhibitor: 5; HIF act: -0.7; TRPC4 agonist: inactive; TRPC4 potent: inactive; TRPC4 block: inactive; MrgX1 antagonist: inactive; IEC-6 cytotox: -1; TRPC6 inh: inactive; aSyn UTR inh: 7; SKKanGAS inh: -3

What do the screens show for `O=C(NC(=S)Nc1c(Cl)ccc2nsnc12)c1ccco1`?
TRPC6 activator: inactive; KLF5 inhibitor: 5; HIF act: -0.2; TRPC4 agonist: inactive; TRPC4 potent: inactive; TRPC4 block: inactive; MrgX1 antagonist: inactive; IEC-6 cytotox: 2; TRPC6 inh: inactive; aSyn UTR inh: -21; SKKanGAS inh: 6

Results for COc1ccc2nc(-c3ccccn3)[nH]c2c1 ?
TRPC6 activator: inactive; KLF5 inhibitor: -101; HIF act: 0.3; TRPC4 agonist: inactive; TRPC4 potent: inactive; TRPC4 block: inactive; MrgX1 antagonist: inactive; IEC-6 cytotox: 3; TRPC6 inh: inactive; aSyn UTR inh: -80; SKKanGAS inh: 10

Results for COc1ccc(S(=O)(=O)N2CCOC23CCN(C(=O)c2ccccc2OC)CC3)cc1 ?
TRPC6 activator: inactive; HIF act: -1.8; TRPC4 agonist: inactive; TRPC4 potent: inactive; TRPC4 block: inactive; MrgX1 antagonist: inactive; TRPC6 inh: inactive; aSyn UTR inh: -14; SKKanGAS inh: -6

Results for Cc1cc(C)c(C#N)c(Nc2ccccc2Cl)n1 ?
TRPC6 activator: inactive; KLF5 inhibitor: -34; HIF act: -0.2; TRPC4 agonist: inactive; TRPC4 potent: inactive; TRPC4 block: inactive; MrgX1 antagonist: inactive; IEC-6 cytotox: -1; TRPC6 inh: inactive; aSyn UTR inh: 18; SKKanGAS inh: 7

Results for O=C(CSc1nc(C2CCCCC2)nc2ccccc12)N1CCCC1 ?
TRPC6 activator: inactive; KLF5 inhibitor: -6; HIF act: 0.3; TRPC4 agonist: inactive; TRPC4 potent: inactive; TRPC4 block: inactive; MrgX1 antagonist: inactive; IEC-6 cytotox: -2; TRPC6 inh: inactive; aSyn UTR inh: -12; SKKanGAS inh: 10

What do the screens show for `CC(CCc1ccccc1)NC(=O)C1CCC1` (stereo unspecified)?
TRPC6 activator: inactive; HIF act: -0.4; TRPC4 agonist: inactive; TRPC4 potent: inactive; TRPC4 block: inactive; MrgX1 antagonist: inactive; TRPC6 inh: inactive; aSyn UTR inh: 11; SKKanGAS inh: -5

Results for CC1(C)CCC[C@]2(C)C(CS(=O)c3ccccc3)=C(C=O)CC[C@@H]12 (stereo partly specified) ?
TRPC6 activator: inactive; HIF act: -0.3; TRPC4 agonist: inactive; TRPC4 potent: inactive; TRPC4 block: inactive; MrgX1 antagonist: inactive; TRPC6 inh: inactive; aSyn UTR inh: -1; SKKanGAS inh: 2

Results for Cc1ccc(NC(=O)C2C3C=CC(O3)C2C(=O)O)c(C)c1 (stereo unspecified) ?
TRPC6 activator: inactive; KLF5 inhibitor: 1; HIF act: -0.5; TRPC4 agonist: inactive; TRPC4 potent: inactive; TRPC4 block: inactive; MrgX1 antagonist: inactive; IEC-6 cytotox: 0; TRPC6 inh: inactive; aSyn UTR inh: -7; SKKanGAS inh: -2
